Source: PubChem
GRP78 ERSR act: induces the endoplasmic reticulum stress response in human glioma cells; U87-MG GRP78 promoter luciferase reporter, 16 h; Potency, µM, for inactives: at the top dose activation, usual class: activators; 420,000 tested, 0.02% active; further: potency means the concentration at half of the fitted maximal effect; series mostly up to about 76 µM; % of control where 0% means no effect; nearly all actives have a fitted effect of over 35% in size
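ERSR induction read as luciferase luminescence (Bright-Glo, 10 min at room temperature) in stably transfected human U87-MG glioma cells exposed to compounds for 16 h, using GRP78 as sensor.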
LDHA inh: inhibitors of human lactate dehydrogenase A. P00338. purified LDHA, NADH/diaphorase-resazurin fluorescence; stronger effect = lower value. activity change, % (values are at about 110 or 230 µM). 480,000 tested, 0.15% active. AID 1347041; in the data active means activity change below about -30%; inconclusive means mostly about -25% to -30%;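 further: plate controls were DMSO wells for no effect and wells without enzyme for full effect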
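LDH5 2 nM; NADH 0.06 mM, pyruvate 0.2 mM; 200 mM Tris pH 7.4, EDTA, Tween-20; 5 min RT. Detection: diaphorase 0.133 mg/mL + resazurin 37 µM, fluorescence ex540/em590 at 0 and 20 min; normalized to enzyme-free and DMSO wells.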
Vif-APOBEC3F blk: inhibitors of Vif-A3F interaction. HeLa A3F-eYFP + Vif (tagged APOBEC3F with the HIV-1 protein that degrades it), YFP fluorescence increase. 390,000 tested, 0.2% active. Potency, µM (top dose mostly 46.1 µM), for inactives: at the highest dose activity, negative = active. AID 602313; further: potency means the concentration at half of the fitted maximal effect; % of control where 0% means no effect; nearly all actives have a fitted effect of over 65% in size
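HeLa cells stably expressing Vif plus C-terminally eYFP-tagged A3F were seeded, incubated overnight at 37 deg C, dosed with compound, incubated overnight again at 37 deg C. Yellow fluorescence (Ex 488/Em 500-530) reported blocked Vif-mediated A3F-eYFP degradation.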
mIDH1 inhibitor: human IDH1 R132H inhibition. 390,000 tested, 0.093% active. Potency, µM (titrated, usually from 76.6 µM), for the others: at the top dose activity change, negative = inhibition, most hits filed as inhibitors. IDH1-R132H enzyme, NADPH consumption, diaphorase/resazurin fluorescence. O75874; further: potency means the concentration at half of the fitted maximal effect; on the % scale 0 is the no-effect control and ±100 the full control effect; nearly all actives have a fitted effect of over 65% in size
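IDH1-R132H (0.5 ug/mL) preincubated 30 min with compound, then NADPH (0.016 mM) and alpha-KG (2 mM) added; 80 min at RT, pH 7.5. Remaining NADPH coupled via diaphorase/resazurin to fluorescence (540/590 nm); concentration-response curves normalized to no-enzyme control.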
USP1 inh: inhibitors of human USP1/UAF1 deubiquitinase | O94782 | recombinant USP1/UAF1, Ub-Rhodamine cleavage fluorescence | Potency, µM (doses to about 57.1 µM), without a hit: at the top dose activity change, negative = inhibition, hits mostly inhibitors | 390,000 tested, 0.23% active; further: potency means the concentration at half of the fitted maximal effect; on the % scale 0 is the no-effect control and ±100 the full control effect; nearly all actives have a fitted effect of over 60% in size; inactives centre near -12
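High-throughput fluorogenic screen: 1nM USP1/UAF1 complex, Ub-Rho substrate 150nM final, 50mM HEPES pH 7.8 with 0.5mM EDTA, 0.1 mg/ml BSA, 1mM TCEP and 0.01% Tween-20.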
PI4K2A block: blocks human PI4K2A kinase activity | purified PI4K2A, ADP-Glo luminescence, 1 h; stronger effect = lower value | activity change, negative = inhibition, % at 76.9 µM | 420,000 tested, 0.13% active | AID 1346378; in the data active means activity change below about -50%; inconclusive means mostly about -30% to -49%;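 further: -100% = wells without enzyme as full effect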
Target sequence (Q9BTU6 whole entry, looked up): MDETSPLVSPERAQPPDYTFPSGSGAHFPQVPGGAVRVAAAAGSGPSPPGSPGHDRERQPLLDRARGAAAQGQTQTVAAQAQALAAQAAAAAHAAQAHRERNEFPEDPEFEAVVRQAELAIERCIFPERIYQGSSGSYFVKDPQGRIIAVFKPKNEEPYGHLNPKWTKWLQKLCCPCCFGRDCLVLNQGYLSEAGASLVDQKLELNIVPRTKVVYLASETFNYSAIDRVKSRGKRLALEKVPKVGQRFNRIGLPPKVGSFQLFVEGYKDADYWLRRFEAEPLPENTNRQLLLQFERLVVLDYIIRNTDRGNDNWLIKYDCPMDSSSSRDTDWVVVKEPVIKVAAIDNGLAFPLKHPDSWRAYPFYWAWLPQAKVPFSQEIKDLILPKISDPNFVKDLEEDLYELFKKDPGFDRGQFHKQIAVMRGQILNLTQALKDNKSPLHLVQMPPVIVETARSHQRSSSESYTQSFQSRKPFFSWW
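PI4K2A activity was measured by ADP-Glo luminescence: enzyme (4 ug/mL stock) and phosphatidylinositol (1.2 mM stock) in Tris pH 7.5/MgCl2/EGTA/Triton X-100 buffer were reacted with ATP (300 microM stock) for one hour at ambient temperature.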
Vif-APOBEC3G blk: Vif-A3G binding inhibition | HeLa A3G-eYFP + Vif (tagged APOBEC3G with the HIV-1 protein that degrades it), YFP fluorescence, overnight | AID 602310 | 410,000 tested, 0.076% active | Q9HC16 | Potency, µM (series often up to 46.1 µM), for inactives: top-dose activity, negative = active, most hits filed as inhibitors;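 further: potency means the concentration at half of the fitted maximal effect; on the % scale 0 is the no-effect control and ±100 the full control effect; nearly all actives have a fitted effect of over 60% in size; hits raise eYFP signal because A3G escapes Vif-driven loss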
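HeLa cells stably expressing Vif and C-terminally eYFP-tagged A3G, seeded overnight at 37 deg C, then exposed to compound by pintool overnight at 37 deg C. Rise in yellow fluorescence (Ex 488/Em 500-530, Acumen) marks blocked Vif-driven A3G degradation.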
TrxR1 substrate: substrates of rat thioredoxin reductase 1. purified TrxR1 substrate turnover, NADPH consumption readout. Potency, µM (highest dose often 114 µM), without a hit: top-dose activity change, negative = substrate turnover. O89049. 390,000 tested, 0.01% active; further: potency means the concentration at half of the fitted maximal effect; on the % scale 0 is the no-effect control and ±100 the full control effect; nearly all actives have a fitted effect of over 50% in size
Target sequence (O89049 whole entry, looked up): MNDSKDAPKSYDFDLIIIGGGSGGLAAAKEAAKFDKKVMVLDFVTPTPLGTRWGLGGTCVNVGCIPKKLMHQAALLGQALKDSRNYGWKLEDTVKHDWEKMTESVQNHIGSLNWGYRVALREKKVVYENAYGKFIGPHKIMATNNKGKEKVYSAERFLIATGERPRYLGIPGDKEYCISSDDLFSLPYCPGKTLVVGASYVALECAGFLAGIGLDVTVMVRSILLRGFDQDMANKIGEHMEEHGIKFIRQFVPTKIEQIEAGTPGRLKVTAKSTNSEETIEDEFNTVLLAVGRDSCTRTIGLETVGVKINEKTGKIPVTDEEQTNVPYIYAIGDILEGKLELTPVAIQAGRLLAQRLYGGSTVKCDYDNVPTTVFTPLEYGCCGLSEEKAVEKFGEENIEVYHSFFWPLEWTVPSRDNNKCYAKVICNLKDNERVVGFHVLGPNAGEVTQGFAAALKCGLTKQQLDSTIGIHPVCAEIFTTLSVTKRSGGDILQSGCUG
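Rat TrxR1, dispensed at 90 nM, was prereduced with 400 uM NADPH (final) for 5 min at ~22 deg C, then incubated with compound 15 min before 400 uM selenite. A first-read NADPH fluorescence drop versus no-compound background flagged substrates.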
RXFP1 ag: activates the human relaxin receptor RXFP1; Q9HBX9; HEK293T-RXFP1 cAMP TR-FRET, 30 min; response scale: percent of porcine relaxin response, buffer zero; Potency, µM (titrated, usually from 57.5 µM), for the others: at the highest dose activation, most hits filed as activators; 370,000 tested, 0.3% active; AID 2676; further: potency means the concentration at half of the fitted maximal effect; on the % scale 0 is the no-effect control and ±100 the full control effect; nearly all actives have a fitted effect of over 60% in size; many of its hits are not listed in these tables
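Agonist response is measured as cAMP accumulation in an RXFP1-transfected HEK293T line under PDE4 inhibition. Values are scaled between buffer-only and 29 nM porcine relaxin, and EC50s come from standard Hill equation fits.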
Starred values were filed as active, the others as inactive; u = inconclusive; x = no result given; [ ] = another dose, or the depositor's remark. Unless noted, the call rests on the fitted dose curve; in most records, active means well fitted curve in the direction sought with a large enough effect; inconclusive means small, poorly fitted or top-dose-only effect, or another doubt; inactive means no such curve, though single readings can be large; an effect the other way counts as inactive or inconclusive. A portion of the library, so the mix of outcomes need not match the whole.

SMILES	GRP78 ERSR act	LDHA inh	Vif-APOBEC3F blk	mIDH1 inhibitor	USP1 inh	PI4K2A block	Vif-APOBEC3G blk	TrxR1 substrate	RXFP1 ag
O=C(Cn1nnc2ccccc21)c1ccc(Cl)cc1	2%	-8	10%	7%	1%	4	-3%	0%	-1.0%
CCN(CC)C(=O)CSCC(=O)Nc1ccccc1	-2%	-5	0%	3%	-19%	0	0%	12%	-0.5%
CN1CCN(c2oc(-c3ccccc3Cl)nc2S(=O)(=O)c2ccccc2)CC1	-3%	-8	7%	-7%	-12%	-1	0%	-1%	-2.2%
Cc1cn([C@H]2C[C@H](O)[C@@H](CNS(=O)(=O)N3CCCC3)O2)c(=O)[nH]c1=O	-7%	0	1%	13%	-9%	1	1%	x	x
COc1ccccc1NS(=O)(=O)c1cc(NC(=O)c2sccc2C)ccc1N1CCCC1	-5%	-3	1%	10%	-13%	-1	4%	4%[57.1 µM]	-2.6%
CCc1ccc(C(=O)c2cn(Cc3ccccc3)c3cc(OC)c(OC)cc3c2=O)cc1	2%	-7	-1%	-3%	9%	4	-1%	-5%	-0.7%
Cc1c(C(=O)NC(=S)Nc2ccc(N3CCOCC3)cc2)cccc1[N+](=O)[O-]	0%	1	2%	1%	-25%	3	3%	1%[57.1 µM]	-0.6%
Nc1nonc1-c1noc(N2CCCCC2)n1	-1%	-6	-1%	3%	-9%	10	0%	8%[57.1 µM]	2.3%
COc1ccccc1C(C)NCC(=O)NCc1ccc(C)cc1 (centres undefined)	1%	-7	-1%	0%	-17%	-13	3%	13%[57.1 µM]	0.3%
OC[C@@H]1CN(Cc2ccco2)C[C@H](n2cnc3c(Nc4ccccc4)ncnc32)O1	0%	-6	x	x	x	2	-1%	x	x
O=C(c1ccc(Cl)c(S(=O)(=O)N2CCCCCC2)c1)N1CCN(CCO)CC1	-5%	1	0%	10%	-14%	1	1%	10%	-2.5%
CCCN(CCC)S(=O)(=O)c1cccc(C(=O)Nc2ccc3c(c2)OCO3)c1	-4%	-1	-9%	5%	-15%	-2	-9%	-2%	-0.4%
Cc1nc(C(F)(F)F)ccc1C(=O)N1CCC(C)(C(=O)NS(=O)(=O)C2CC2)C1 (centres undefined)	-1%	-10	x	x	x	2	4%	x	x
O=C(NCCCc1nc2ccccc2n1Cc1c(F)cccc1Cl)C1CCCCC1	-3%	-2	0%	-18%	-26%	2	-2%	3%	0.2%
Cc1ccc(S(=O)(=O)N2CCN(C(=O)COC(=O)/C=C/c3ccc([N+](=O)[O-])cc3)CC2)c(C)c1	4%	-5	6%	-5%	-6%	-1	0%	-11%	x
Nc1nc2ccccc2n1CCOc1ccccc1Cl	-2%	2	0%	4%	-17%	0	-5%	-5%	1.0%
O=C(NCCCN1CCOCC1)c1ccc2c(=O)n(CCc3ccccc3)c(=O)[nH]c2c1	0%	-2	-2%	0%	7%	4	-1%	2%	0.5%
C#Cc1ccc(CN2CCC(Oc3cc(C(=O)NC4CC4)ccc3OC)CC2)cc1	-3%	1	-1%	0%	-10%	-3	3%	-9%	-0.8%
CCCCN(CCCNC(=O)c1ccc2nc(N3CCOCC3)sc2c1)Cc1ccccc1	-2%	0	-12%	-2%	-2%	-2	2%	-7%[57.1 µM]	0.4%
CN(CC(=O)NCCc1ccccc1)S(=O)(=O)c1ccc(Br)s1	-4%	-4	11%	6%	-6%	0	-6%	7%[0.0914 µM]	0.2%

Some of the entries so far, as a markdown table:
| SMILES | GRP78 ERSR act | LDHA inh | Vif-APOBEC3F blk | mIDH1 inhibitor | USP1 inh | PI4K2A block | Vif-APOBEC3G blk | TrxR1 substrate | RXFP1 ag |
| --- | --- | --- | --- | --- | --- | --- | --- | --- | --- |
| Cc1nc(C(F)(F)F)ccc1C(=O)N1CCC(C)(C(=O)NS(=O)(=O)C2CC2)C1 (centres undefined) | -1% | -10 | x | x | x | 2 | 4% | x | x |
| CCCCN(CCCNC(=O)c1ccc2nc(N3CCOCC3)sc2c1)Cc1ccccc1 | -2% | 0 | -12% | -2% | -2% | -2 | 2% | -7%[57.1 µM] | 0.4% |
| Nc1nc2ccccc2n1CCOc1ccccc1Cl | -2% | 2 | 0% | 4% | -17% | 0 | -5% | -5% | 1.0% |

The list goes on.
SMILES	GRP78 ERSR act	LDHA inh	Vif-APOBEC3F blk	mIDH1 inhibitor	USP1 inh	PI4K2A block	Vif-APOBEC3G blk	TrxR1 substrate	RXFP1 ag
C/C(=N\N=c1/sc2ccccc2n1C)c1ccccn1	9%	-7	-16%	3%	-26%	-2	-5%	-1%	1.3%
COc1cc(Cl)c(C)cc1NC(C)C(=O)Nc1cc(C(F)(F)F)ccc1N1CCOCC1 (centres undefined)	-2%	2	5%	0%	-26%	0	-4%	-15%	-1.9%
Cc1nc2ccccc2c2oc(C(=O)NCc3ccccn3)cc12	-2%	-2	1%	2%	-13%	-3	1%	16%	0.4%
CC1CN(C(=S)SCCN2C(=O)CCC2=O)CC(C)O1 (centres undefined)	-4%	-6	-1%	-11%	-16%	0	1%	-11%	-2.8%
CC(C)=CCC/C(C)=C/CNC(=O)C[C@H]1C[C@H](C(=O)N2CCOCC2)[C@@]2(C)c3[nH]c4cc(CCC(=O)N(C)C)ccc4c3CCN2C1=O	-2%	0	1%	-1%[38.3 µM]	0%	-3	0%	-10%	x
COc1ccc(C(=O)NCC(c2ccccc2)N2CCCC2)cc1S(=O)(=O)N1CCOCC1 (centres undefined)	5%	-1	2%	-1%	-6%	-6	-3%	1%	0.8%
O=C(N/N=C/c1ccco1)c1cc(-c2ccccc2)nc2ccccc12	5%	-17	1%	-1%	-7%	-4	u	-7%	-0.3%
CCCc1nn2c(=O)cc(COC(=O)c3ccccc3NC(=O)C3CCCCC3)nc2s1	-3%	-1	2%	-11%	-6%	-1	0%	-3%[57.1 µM]	0.0%
O=C(O)COc1ccc(NC(=O)c2ccc3c(c2)C(=O)N(C2CCCCC2)C3=O)cc1	-3%	-3	3%	6%	-7%	2	-1%	3%[57.1 µM]	0.1%
COc1ccc(C2C3=C(CCCC3=O)Nc3nc(SCc4ccccc4)nn32)cc1OC (centres undefined)	0%	1	-27%	9%	-6%	-2	-5%	3%[0.457 µM]	0.2%
Cc1cccc(CC(=O)Nc2c(C(=O)Nc3cccc(F)c3)oc3ccccc23)c1	1%	5	-2%	-8%	-24%	1	-4%	7%	3.4%
N#CCS(=O)(=O)c1ccccc1	1%	-6	3%	0%	-12%	5	-4%	10%[57.1 µM]	-0.8%
Cc1ccc(C(=O)C(C(=O)/C=C/c2ccccc2)=C2SCCCS2)cc1	-14%	-3	-5%	9%	-30%	-8	-29%	-9%	-1.4%
CN1CCc2c(sc(NC(=O)c3ccco3)c2C(N)=O)C1	-2%	-8	-28%	3%	-11%	-6	1%	-12%	-2.5%
COC(=O)c1c(NC(=O)c2cccc([N+](=O)[O-])c2)sc(C(N)=O)c1C	2%	-4	0%	2%	0%	-2	-3%	1%[57.1 µM]	3.8%
O=C(CN1N=C(c2ccc(Cl)cc2)CCC1=O)NCc1cccnc1	-3%	0	-2%	1%	-16%	2	0%	-4%	0.5%
CC1CCN(C(=O)COC(=O)c2cccc(S(=O)(=O)N3CCOCC3)c2)CC1	-5%	3	-1%	8%	-13%	0	5%	x	x
CC1=C(C(=O)Nc2ccccc2)C(c2ccccc2C)n2ncc(C(=O)Nc3ccccc3)c2N1 (centres undefined)	-4%	5	1%	14%	-14%	3	10%	2%	-0.5%
CCn1c(SCC(N)=O)nc2ccccc2c1=O	-3%	-3	2%	-4%	u	-2	0%	0%	-0.3%
CCOC(=O)NC(=O)CSc1nc2ccc([N+](=O)[O-])cc2[nH]1	2%	-9	11%	10%	-20%	-3	-2%	-6%	4.3%
CC(C)Cn1c(CCC(=O)O)ccc1-c1cccs1	-3%	2	0%	1%	-9%	-4	0%	41%[activator]	2.7%
CCCCOC(=S)NC(=O)c1sc2ccccc2c1Cl	-5%	-4	u	-3%	-18%	5	3%	-1%	8.2%
CC/C(=N\Nc1ccccc1[N+](=O)[O-])c1ccc(O)cc1	u	0	9%	7%	-29%	-2	12%	3%[57.1 µM]	-0.4%
Cc1cc(N2CCC(C(=O)Nc3ccccc3Cl)CC2)n2nc(C)c(-c3ccc(Cl)cc3)c2n1	0%	-13	-14%	29%	-23%	0	-1%	3%	0.1%

Profiles from above. Screens in order: GRP78 ERSR act, LDHA inh, Vif-APOBEC3F blk, mIDH1 inhibitor, USP1 inh, PI4K2A block, Vif-APOBEC3G blk, TrxR1 substrate, RXFP1 ag
Cc1cc(N2CCC(C(=O)Nc3ccccc3Cl)CC2)n2nc(C)c(-c3ccc(Cl)cc3)c2n1 is listed as 0%, -13, -14%, 29%, -23%, 0, -1%, 3%, 0.1%
CC(C)Cn1c(CCC(=O)O)ccc1-c1cccs1 is listed as -3%, 2, 0%, 1%, -9%, -4, 0%, 41%[activator], 2.7%
CCCCOC(=S)NC(=O)c1sc2ccccc2c1Cl is listed as -5%, -4, u, -3%, -18%, 5, 3%, -1%, 8.2%
